Screens: PubChem BioAssay, Sanford-Burnham Center for Chemical Genomics
XBP1 UPR activ = activators of adaptive XBP1 UPR arm, primary screen, cell-based, CHO-XBP1 luciferase reporter, luminescence, uHTS. 330,000 tested, 0.33% active. activation, % at 20 µM. IRE1-XBP1 UPR activation; percent of tunicamycin response, DMSO as zero;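 active means versus positive control, 20 µM dose yields 30% or more activation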;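 further: 100% = tunicamycin at 10 µg/mL and 0% = DMSO only wells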
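assay system = CHO-XBP1 luciferase reporter cells | amount = 1000 cells/well | buffer or medium = F12 plus 10% FBS | compound dosing = single point, 20 µM final compound, 1% DMSO | incubation = 16-18 h cell attachment at 37 °C, then 6 h compound exposure | detection = Steady-Glo luminescence read | controls = tunicamycin 10 µg/mL and vehicle-only wells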
Mdm2-MdmX inh = inhibitors of human Mdm2-MdmX association, primary screen, cell-based, luminescence, split luciferase, SaOS-2, uHTS. SaOS-2 split-luciferase Mdm2/MdmX complementation. 330,000 tested, 3% active. Protein Mdm4 (Homo sapiens) + E3 ubiquitin-protein ligase Mdm2 (Homo sapiens), …. inhibition, % at 8 µM;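 active means inhibition of at least 50% at 8 µM in the primary screen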
Target sequence (O15151 whole entry, looked up): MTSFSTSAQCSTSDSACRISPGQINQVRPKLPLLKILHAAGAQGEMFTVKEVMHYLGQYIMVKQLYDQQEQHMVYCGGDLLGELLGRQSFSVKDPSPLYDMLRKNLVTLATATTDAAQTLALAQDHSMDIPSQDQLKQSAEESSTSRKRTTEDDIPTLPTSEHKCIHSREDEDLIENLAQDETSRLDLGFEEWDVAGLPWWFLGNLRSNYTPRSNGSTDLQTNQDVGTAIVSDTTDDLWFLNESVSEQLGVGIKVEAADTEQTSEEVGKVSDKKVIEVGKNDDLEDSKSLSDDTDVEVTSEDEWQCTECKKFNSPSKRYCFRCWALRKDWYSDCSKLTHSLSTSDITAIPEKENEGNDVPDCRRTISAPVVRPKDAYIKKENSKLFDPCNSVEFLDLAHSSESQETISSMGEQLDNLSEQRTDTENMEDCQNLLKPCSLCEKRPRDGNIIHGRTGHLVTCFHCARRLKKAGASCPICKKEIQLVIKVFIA
Target sequence (Q00987 whole entry, looked up): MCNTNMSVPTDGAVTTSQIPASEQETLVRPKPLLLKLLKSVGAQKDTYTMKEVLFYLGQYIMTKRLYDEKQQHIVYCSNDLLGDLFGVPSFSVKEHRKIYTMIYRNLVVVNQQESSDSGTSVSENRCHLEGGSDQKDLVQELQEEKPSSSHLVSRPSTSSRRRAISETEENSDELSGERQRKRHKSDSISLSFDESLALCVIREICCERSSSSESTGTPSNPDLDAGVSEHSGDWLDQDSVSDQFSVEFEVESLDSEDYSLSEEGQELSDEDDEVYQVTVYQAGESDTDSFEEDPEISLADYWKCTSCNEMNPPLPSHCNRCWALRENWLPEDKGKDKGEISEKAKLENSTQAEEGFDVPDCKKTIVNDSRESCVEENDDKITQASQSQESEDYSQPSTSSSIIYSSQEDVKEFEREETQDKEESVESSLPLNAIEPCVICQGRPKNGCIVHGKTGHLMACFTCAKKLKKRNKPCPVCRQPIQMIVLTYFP
tim10-1 inh = growth inhibitors of tim10-1 mutant yeast, primary screen, luminescence, uHTS | 330,000 tested, 2.2% active | S. cerevisiae tim10-1 ts strain growth, BacTiter-Glo, 24 h | AID 463190, 2010 | inhibition, % at 20 µM;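 active means inhibition of at least 40%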;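 further: mutant grown at 25 °C; 0% = DMSO wells with yeast and 100% = wells holding no yeast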
UPR CHOP act = activators of apoptotic CHOP UPR arm, primary screen, cell-based, CHO-CHOP luciferase reporter, luminescence, uHTS. UPR activation; percent of tunicamycin response over DMSO baseline. activation, % at 10 µM. 330,000 tested, 0.34% active. AID 449763, 2010;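 active means at 10 µM dose, activation of 40% or more, normalized to positive control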;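 further: 100% = tunicamycin at 10 µg/mL and 0% = DMSO alone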
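Assay system: CHO cells with stable CHOP pathway luciferase reporter; Buffer or medium: F12 plus 10% serum; Times: 16-18 h cell attachment, then 6 h compound exposure, 37 °C; Signal: luciferase luminescence; Read-out basis: percent activation relative to tunicamycin control; Control set: tunicamycin high control, DMSO low control.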
tim23-1 inh = growth inhibitors of tim23-1 mutant yeast, primary screen, luminescence, uHTS. S. cerevisiae tim23-1 growth, BacTiter-Glo luminescence, 24 h. inhibition, % at 20 µM. 330,000 tested, 1.3% active;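 active means growth inhibition of the mutant yeast at or above 50%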;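 further: temperature-sensitive mutant grown at 25 °C; plate controls were DMSO-treated mutant yeast for no effect and medium wells lacking yeast for full effect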
APJ antagonist = antagonists of human apelin receptor APJ, primary screen, CHO-K1 cells, beta-arrestin complementation, luminescence. P35414. inhibition, % at 20 µM. 330,000 tested, 0.32% active. AID 2521, 2010;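 active means inhibition above about 40% at 20 µM, limit read from the data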;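 further: cells challenged with 10 nM apelin-13 agonist together with compound; plate controls were apelin-13 plus DMSO wells for no effect and DMSO wells lacking apelin-13 for full effect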
TIM10 inh = growth inhibitors of isogenic TIM10 control yeast, primary screen, counter-screen for tim10-1 yeast inhibitor project, luminescence, uHTS. S. cerevisiae TIM10 strain growth, BacTiter-Glo luminescence, 24 h. inhibition, % at 10 µM. 330,000 tested, 1.4% active. AID 463195, 2010;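 active means inhibition of 40% or more at the single tested concentration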;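 further: wild-type TIM10 isogenic control strain grown at permissive 25 °C; 0% = DMSO yeast wells and 100% = minimal medium wells without yeast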
CXCR6 inh = CXCR6 receptor inhibitors, primary screen, cell-based, beta-arrestin, luminescence, CHO-K1 PathHunter, 1536-well; C-X-C chemokine receptor type 6 (Homo sapiens), O00574; inhibition, % at 20 µM; 360,000 tested, 0.36% active; AID 602244, 2012; in the data active means inhibition above about 34%, passing the limit was not always enough;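 further: antagonist mode with CXCL16 agonist at 10 nM final; 0% = 10 nM CXCL16 with DMSO and 100% = unstimulated wells without agonist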
APJ agonist = agonists of human apelin receptor APJ, primary screen, CHO-K1 cells, PathHunter beta-arrestin, luminescence; 330,000 tested, 0.11% active; activation, % at 20 µM; 0% DMSO wells, 100% apelin; AID 2520, 2010; P35414;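 active means activation more than six SD over the plate average, tested at 20 µM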;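 further: 0% = DMSO alone and 100% = apelin-13 at 10 nM; some results filed as inactive read as strong as hits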
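Assay system – PathHunter CHO-K1 APJ (AGTRL-1) beta-arrestin reporter cells · Compound – one dose, 20 µM compound, 1% DMSO · Timing – compound 90 min 25 °C, reagent 1 h · Measured by – luminescence from split beta-galactosidase complementation, Galacton Star/Emerald II substrate · Measure – beta-arrestin recruitment to APJ as agonist activity, luminescent signal · Benchmarks – DMSO vs Apelin-13 10 nM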
The depositor's hits bear a star; . = no result given. A portion of the library (hit frequency here may not be typical).

1) C/C(=N/NC(=O)c1cccc(N2CCCC2=O)c1)c1ccncc1
2) CCn1cc(C(=O)N[C@@H](CCSC)C(=O)NCCOC)c(=O)c2cc3c(cc21)OCO3
3) COc1cc(NC(=O)C2CCN(S(=O)(=O)c3ccc4c(c3)CC(C)N4C(C)=O)CC2)cc(OC)c1OC (stereo not drawn)
4) NC(=O)C(=O)N/N=C/c1c[nH]c2ccc(Br)cc12
5) O=S(=O)(NCC(c1cccnc1)N1CCN(c2ccccc2)CC1)c1cccs1 (stereo not drawn)
6) CCn1c(Cc2ccccc2)nnc1SC(C)C(=O)NC1CC1 (stereo not drawn)

| Assay by compound | 1 | 2 | 3 | 4 | 5 | 6 |
| --- | --- | --- | --- | --- | --- | --- |
| XBP1 UPR activ | -1 | -7 | 1 | -6 | -5 | -5 |
| Mdm2-MdmX inh | -57 | 24 | 26 | 15 | 24 | -15 |
| tim10-1 inh | 3 | -9 | 14 | 16 | -62 | 5 |
| UPR CHOP act | 2.6 | 0.4 | 0.2 | -0.3 | -1.3 | 0.3 |
| tim23-1 inh | -9 | 19 | 5 | 8 | -307 | 15 |
| APJ antagonist | -8 | 9 | 4 | -9 | 18 | 8 |
| TIM10 inh | 13 | 9 | -4 | 15 | -16 | 10 |
| CXCR6 inh | 3 | 5 | -2 | -3 | -2 | -27 |
| APJ agonist | 1 | -4 | -1 | 0 | -4 | 9 |

Shown as labelled records: part of the list above
#2 CCn1cc(C(=O)N[C@@H](CCSC)C(=O)NCCOC)c(=O)c2cc3c(cc21)OCO3
  XBP1 UPR activ = -7; Mdm2-MdmX inh = 24; tim10-1 inh = -9; UPR CHOP act = 0.4; tim23-1 inh = 19; APJ antagonist = 9; TIM10 inh = 9; CXCR6 inh = 5; APJ agonist = -4

#3 COc1cc(NC(=O)C2CCN(S(=O)(=O)c3ccc4c(c3)CC(C)N4C(C)=O)CC2)cc(OC)c1OC (stereo not drawn)
  XBP1 UPR activ = 1; Mdm2-MdmX inh = 26; tim10-1 inh = 14; UPR CHOP act = 0.2; tim23-1 inh = 5; APJ antagonist = 4; TIM10 inh = -4; CXCR6 inh = -2; APJ agonist = -1

Other compounds
7) CN(N)c1nc(-c2ccccc2)cc(-c2ccccc2)n1
8) COc1cc(S(=O)(=O)N2CC(=O)Nc3ccccc32)ccc1NC(C)=O
9) CCNc1nc(Cl)nc(N(NC(C)=O)C(C)CC)n1 (stereo not drawn)
10) CCN(CC)C(=O)C(=O)c1ccn(-c2c(C)csc2C(=O)OC)c1
11) Cc1ccc(OCC(=O)NCC(=O)n2nc(C)cc2C)cc1
12) O=C(Nc1c(Cl)cccc1Cl)C1CCC1

| Assay by compound | 7 | 8 | 9 | 10 | 11 | 12 |
| --- | --- | --- | --- | --- | --- | --- |
| XBP1 UPR activ | 0 | -5 | -2 | -1 | 0 | 0 |
| Mdm2-MdmX inh | -15 | -2 | 0 | -7 | -10 | 4 |
| tim10-1 inh | 44* | 3 | 8 | 4 | 17 | 19 |
| UPR CHOP act | -1.5 | 1.9 | -1.0 | -0.2 | 0.3 | -1.4 |
| tim23-1 inh | 56* | -7 | 8 | 10 | 13 | -3 |
| APJ antagonist | -4 | -12 | 6 | 2 | 2 | 1 |
| TIM10 inh | 50* | 10 | -7 | 2 | 7 | -10 |
| CXCR6 inh | 2 | -10 | 1 | -6 | 0 | -4 |
| APJ agonist | -4 | -4 | -2 | 5 | -5 | 3 |

A section from the list above, for reference:
1) C/C(=N/NC(=O)c1cccc(N2CCCC2=O)c1)c1ccncc1
2) CCn1cc(C(=O)N[C@@H](CCSC)C(=O)NCCOC)c(=O)c2cc3c(cc21)OCO3
3) COc1cc(NC(=O)C2CCN(S(=O)(=O)c3ccc4c(c3)CC(C)N4C(C)=O)CC2)cc(OC)c1OC (stereo not drawn)
4) NC(=O)C(=O)N/N=C/c1c[nH]c2ccc(Br)cc12
5) O=S(=O)(NCC(c1cccnc1)N1CCN(c2ccccc2)CC1)c1cccs1 (stereo not drawn)
6) CCn1c(Cc2ccccc2)nnc1SC(C)C(=O)NC1CC1 (stereo not drawn)
7) CN(N)c1nc(-c2ccccc2)cc(-c2ccccc2)n1
8) COc1cc(S(=O)(=O)N2CC(=O)Nc3ccccc32)ccc1NC(C)=O

| Assay by compound | 1 | 2 | 3 | 4 | 5 | 6 | 7 | 8 |
| --- | --- | --- | --- | --- | --- | --- | --- | --- |
| XBP1 UPR activ | -1 | -7 | 1 | -6 | -5 | -5 | 0 | -5 |
| Mdm2-MdmX inh | -57 | 24 | 26 | 15 | 24 | -15 | -15 | -2 |
| tim10-1 inh | 3 | -9 | 14 | 16 | -62 | 5 | 44* | 3 |
| UPR CHOP act | 2.6 | 0.4 | 0.2 | -0.3 | -1.3 | 0.3 | -1.5 | 1.9 |
| tim23-1 inh | -9 | 19 | 5 | 8 | -307 | 15 | 56* | -7 |
| APJ antagonist | -8 | 9 | 4 | -9 | 18 | 8 | -4 | -12 |
| TIM10 inh | 13 | 9 | -4 | 15 | -16 | 10 | 50* | 10 |
| CXCR6 inh | 3 | 5 | -2 | -3 | -2 | -27 | 2 | -10 |
| APJ agonist | 1 | -4 | -1 | 0 | -4 | 9 | -4 | -4 |

9) CCNc1nc(Cl)nc(N(NC(C)=O)C(C)CC)n1 (stereo not drawn)
10) CCN(CC)C(=O)C(=O)c1ccn(-c2c(C)csc2C(=O)OC)c1
11) Cc1ccc(OCC(=O)NCC(=O)n2nc(C)cc2C)cc1
12) O=C(Nc1c(Cl)cccc1Cl)C1CCC1

| Assay by compound | 9 | 10 | 11 | 12 |
| --- | --- | --- | --- | --- |
| XBP1 UPR activ | -2 | -1 | 0 | 0 |
| Mdm2-MdmX inh | 0 | -7 | -10 | 4 |
| tim10-1 inh | 8 | 4 | 17 | 19 |
| UPR CHOP act | -1.0 | -0.2 | 0.3 | -1.4 |
| tim23-1 inh | 8 | 10 | 13 | -3 |
| APJ antagonist | 6 | 2 | 2 | 1 |
| TIM10 inh | -7 | 2 | 7 | -10 |
| CXCR6 inh | 1 | -6 | 0 | -4 |
| APJ agonist | -2 | 5 | -5 | 3 |

Additional compounds follow:
Under each structure: XBP1 UPR activ, Mdm2-MdmX inh, tim10-1 inh, UPR CHOP act, tim23-1 inh, APJ antagonist, TIM10 inh, CXCR6 inh, APJ agonist
(13) COc1cc(/C=N/NC(=O)c2cccc3ccccc23)cc(OC)c1OC
 : 3, 18, -5, 1.7, 0, 17, 11, 7, -4
(14) CCSC1=N/C(=C\c2ccc(C(=O)O)cc2)C(=O)S1
 : 2, -5, 8, -0.5, 11, 19, 5, 4, -5
(15) CCOC(=O)/C(=N\Nc1cc(Cl)ccc1Cl)N1CCOCC1
 : 3, 9, -14, -1.0, -15, 20, -21, 5, -1
(16) CCc1cccc(CC)c1N(COC)C(=O)Cn1c(CO)nc2ccccc21
 : 0, -4, 22, 3.4, 22, 12, 17, 4, -4
(17) Cc1nc(SCC(=O)N(CC(C)C)C2CCS(=O)(=O)C2)c2ccccc2n1 (stereo not drawn)
 : -1, -17, 14, 0.5, 14, -42, 0, -2, -2
(18) Cc1ccc2[nH]c3c(c2c1)CN(C(=O)CN1CCN(C(=O)c2ccco2)CC1)CC3
 : 3, -9, -29, -0.7, 13, 9, -11, ., -4
(19) COc1ccc(NC(=O)N2CC(C)OC(C)C2)cc1OC (stereo not drawn)
 : -7, -2, 6, -1.9, 7, -13, 3, -7, -3
(20) CC(=O)NCC(=O)NC1CCCc2c1cnn2-c1ccccc1F (stereo not drawn)
 : 0, -11, -11, 1.4, 1, 0, 1, 0, 1
(21) CC(=Nc1ccccc1)C1=C(O)CCCC1=O
 : -2, -1, 9, 0.2, -1, 8, 6, 13, -2
(22) COc1ccc(C(=O)NCC(C)NC(=O)c2ccc(OC)cc2)cc1 (stereo not drawn)
 : -2, 23, 8, -0.4, 9, 18, 12, -9, -6
(23) O=C(Nc1nnc(C2=COCCO2)o1)c1ccc(S(=O)(=O)N2CCCC2)cc1
 : -1, 22, -2, 9.0, 2, 0, 3, -7, 0
(24) N#C/C(=C\c1ccc(O)c(O)c1)C(=O)Nc1ccccc1
 : 14, 7, -43, 5.6, -11, 27, -38, 24, -5
(25) COc1ccc(Cc2nc3ccc(C(=O)NCC4COCCO4)cc3o2)cc1 (stereo not drawn)
 : -5, 6, -7, 3.0, 3, 13, 1, 4, -5
(26) S=C(NC1CCCCC1)N1CCN(c2ccccn2)CC1
 : 1, 15, 11, -0.1, 10, 7, 9, -18, -4
(27) CC(C)CNC(=O)CSc1nnc2ccccn12
 : 0, -7, 6, -1.5, 2, -11, 4, -7, -3
(28) Cc1ccc(S(=O)(=O)N(CC(=O)N/N=C/c2ccc(F)cc2)c2cccc3cccnc23)cc1
 : 44*, 5, -8, 1.2, -5, -6, -6, 9, 1
